# Screening data from PubChem.
# mcGAS inh: inhibitors of mouse cGAS; recombinant cGAS, Kinase-Glo ATP depletion luminescence; AID 1259399; inhibition, % at 12.5 µM; Q8C6L5; actives 0.15% (n = 160,000);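 further: 0% = negative control wells and 100% = reference inhibitor with no enzyme activity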
# NPYLR7 agonist: mosquito NPYLR7 agonism; HEK293T NPYLR7/Galpha15, GCaMP6s calcium fluorescence; activation, % at 10 µM; AID 1259423; actives 0.15% (n = 270,000); in the data active means activation above about 40%;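 further: 0% = vehicle and 100% = reference agonist at the receptor; some compounds past the cut are filed as inactive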
# hcGAS inh: blocks human cGAS activity; Q8N884; recombinant h-cGAS, ATP depletion, Kinase-Glo luminescence; inhibition, % at 12.5 µM; actives 0.081% (n = 290,000);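 further: 0% = vehicle reaction and 100% = reaction without DNA for no activity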
# Target sequence (Q8N884 whole entry, looked up): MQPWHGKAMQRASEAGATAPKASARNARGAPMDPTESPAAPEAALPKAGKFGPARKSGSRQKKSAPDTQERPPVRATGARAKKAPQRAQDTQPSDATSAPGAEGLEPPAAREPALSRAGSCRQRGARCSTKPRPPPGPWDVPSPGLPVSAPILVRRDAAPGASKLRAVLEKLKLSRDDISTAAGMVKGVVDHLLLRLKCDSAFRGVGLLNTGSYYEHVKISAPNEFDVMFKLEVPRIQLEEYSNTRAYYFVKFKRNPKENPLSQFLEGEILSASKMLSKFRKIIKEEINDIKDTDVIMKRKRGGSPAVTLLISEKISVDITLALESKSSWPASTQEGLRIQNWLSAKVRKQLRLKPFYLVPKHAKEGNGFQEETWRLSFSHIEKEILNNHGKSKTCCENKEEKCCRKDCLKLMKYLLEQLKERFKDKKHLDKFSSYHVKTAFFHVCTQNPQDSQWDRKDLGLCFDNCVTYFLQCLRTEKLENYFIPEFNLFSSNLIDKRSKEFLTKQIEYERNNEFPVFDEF
# * = called active by the depositor; nt = not tested or not shown; & = joins results of further samples. Unless noted, no stated cut-off is given here; in the data, active means inhibition above about 40%; inactive means the rest.
SMILES,mcGAS inh,NPYLR7 agonist,hcGAS inh
CC1CN(c2nc3cc(Cl)ccc3c3nnc(-c4ccco4)n23)CCN1C(=O)Cc1cccs1 (stereo unspecified),-5,nt,-4
O=C1CC(Nc2nccc(C3CCCC3)n2)CN1CCc1ccc(F)cc1 (stereo unspecified),-11,2,-8
Cc1nc(C(F)(F)F)ccc1C(=O)N1CCC1(C)C(=O)NCc1ccc(Cl)cc1 (stereo unspecified),-4,7,-6
CCN(CC)C1=C(c2c(C)[nH]n(-c3ccc(OC)cc3)c2=O)C(=O)N(c2ccc(OC)cc2OC)C1=O,-10&-7,9&18,-13&-5
c1ccc(C(Cn2ccnc2)n2ccnc2-c2cnc[nH]2)cc1 (stereo unspecified),nt,-2,0
COc1cccc2sc(NNC(=O)c3ccc(S(=O)(=O)N4CCc5ccccc5C4)cc3)nc12,-8,3,-7
O=c1c(-c2ccccc2Cl)[n+]([O-])c2ccccc2n1OCc1ccccc1F,nt,-5,0
COc1ccccc1NC(=O)N(C)C(C)C1CC1 (stereo unspecified),nt,13,-5
CC1=NC2=C(C(=O)CCC2)C(c2ccc([N+](=O)[O-])cc2)C1C#N (stereo unspecified),-4,15,-2
CCC(=O)Nc1ccc(Nc2cc(OC(C)C)nc(C)n2)cc1,-9,13,-7
O=C1c2ccccc2NC(c2ccc3c(c2)OCO3)N1Cc1ccco1 (stereo unspecified),-6,-2,-2
O=C(NCCCCOc1ccccc1)N1CCCC1c1ccc2c(c1)OCCCO2 (stereo unspecified),-2,7,-3
CCCCN(c1ccccc1)S(=O)(=O)c1cn[nH]c1,nt,7,-5
Cc1ccc(Cc2nc(N3CCCN(C(=O)c4ccc(Cl)cc4Cl)CC3)c3cnn(-c4ccccc4)c3n2)cc1,0,-2,3
COc1ccc(CN2CCN(C(C)C)CC2)cc1OCC(O)CN1CCCCCCC1 (stereo unspecified),nt,1,-10
O=C(NC12CC3CC(CC(C3)C1)C2)c1cncn1-c1ccc(F)cc1,nt,-21,-7
CCCCCN(C(=O)Nc1ccccc1C(F)(F)F)C(CC)c1nc2ccccc2c(=O)n1-c1ccc(Br)cc1 (stereo unspecified),-5,18,-6
C=CCCC(=O)N1CCN(Cc2cc(=O)c(OCc3ccc(C(C)(C)C)cc3)co2)CC1,-6,-3,0
COc1ccc(S(=O)(=O)N2CCC[C@@H]2C(=O)NCCCNC(=O)c2ccccc2)cc1,-8,nt,-3
CCCCOc1ccc(C2=N/C(=C\c3ccc4c(c3)OCO4)C(=O)O2)cc1,nt,-1,1
O=c1[nH]nc(SCc2cc3c(cc2Br)OCCO3)n1C1CC1,-15,15,-8
COC(=O)c1ccccc1SCc1csc(Cc2ccc(F)cc2Cl)n1,-7,1,-7
COc1cccc(-n2cnn(CN3CCN(c4ccc(F)cc4)CC3)c2=S)c1,nt,1,-5&-14
O=C(C=CC1=Cc2cc(Cl)ccc2OC1)NS(=O)(=O)c1cccnc1,nt,-3,3
COc1cc(-c2nc(CSc3nc(-c4ccncc4)cc(=O)[nH]3)c(C)o2)cc(OC)c1OC,-7,-3,-7
CC1=CCC2C(=O)N(Cc3ccccc3)C(=O)C2C1 (stereo unspecified),nt,4,-3
CC1(C(=O)NS(=O)(=O)c2cccc(C#N)c2)CCN1C(=O)C1(c2ccccc2)CC1 (stereo unspecified),nt,2,-11
NC(=O)c1ccc(OCC(F)(F)C(F)F)nc1,nt,8,-7
CC(C)NC(=O)CN1CCC2(CC1)SCC1C(=O)N(c3ccccc3)C(=O)N12 (stereo unspecified),nt,0,-3
CCC(=O)N(c1nnc(SCc2cc(=O)n3ccsc3n2)s1)C1CC1,nt,7,-7
O=C(CN1C(=O)C2C3C=CC(C3)C2C1=O)N1CCN(C2CCCCC2)CC1 (stereo unspecified),nt,-2,-3
CCCC(=O)N1CCCC1(C)C(=O)Nc1ccc2cn[nH]c2c1 (stereo unspecified),-6,0,-11
CCc1nc2n(n1)C(=O)C(C(c1ccccc1)N1CCCCC1)S2 (stereo unspecified),-8,-1,-12
Cc1cc(C)cc(CN2CCN(Cc3cnn(C)c3C3CC3)CC2=O)c1,nt,-5,-8
N#CC(=Cc1c(F)cccc1F)C(N)=O,nt,15,-3
CN(CCCNC(=O)OC(C)(C)C)C(=O)c1cn(C)cn1,nt,10,-6
COCCNC(=O)C1CCCN(C2CCN(C(=O)c3ccc(F)cc3)CC2)C1 (stereo unspecified),nt,8,0
O=C(Nc1cccc(-c2cccc(-c3ccc(F)cc3)n2)c1)c1ccc([N+](=O)[O-])o1,-8,1,-5
COc1cc(CSc2ncc(CO)n2CC(=O)NC2CC2)cc(OC)c1,nt,9,-3
Cc1ccc(NC(=O)CC(=O)NCc2csc(N)n2)cc1,-1,7,1

# Another view of 5 compounds above.
# Values run as follows: mcGAS inh, NPYLR7 agonist, hcGAS inh
- NC(=O)c1ccc(OCC(F)(F)C(F)F)nc1
    nt, 8, -7
- COCCNC(=O)C1CCCN(C2CCN(C(=O)c3ccc(F)cc3)CC2)C1 (stereo unspecified)
    nt, 8, 0
- CC1=CCC2C(=O)N(Cc3ccccc3)C(=O)C2C1 (stereo unspecified)
    nt, 4, -3
- COc1cc(-c2nc(CSc3nc(-c4ccncc4)cc(=O)[nH]3)c(C)o2)cc(OC)c1OC
    -7, -3, -7
- Cc1ccc(NC(=O)CC(=O)NCc2csc(N)n2)cc1
    -1, 7, 1

# One compound at a time, as listed above. Screens in order: mcGAS inh, NPYLR7 agonist, hcGAS inh
# `CC1(C(=O)NS(=O)(=O)c2cccc(C#N)c2)CCN1C(=O)C1(c2ccccc2)CC1` (stereo unspecified) in the list: nt, 2, -11
# `O=C(Nc1cccc(-c2cccc(-c3ccc(F)cc3)n2)c1)c1ccc([N+](=O)[O-])o1` in the list: -8, 1, -5
# `CC1=CCC2C(=O)N(Cc3ccccc3)C(=O)C2C1` (stereo unspecified) in the list: nt, 4, -3

# Continued.
SMILES,mcGAS inh,NPYLR7 agonist,hcGAS inh
COc1ccc(S(=O)(=O)NCC2CCCO2)cc1N1CCN(S(=O)(=O)c2ccccc2C)CC1 (stereo unspecified),-4,6,-5
Fc1ccc(-c2cc(C(F)(F)F)nc(NCC3CCCO3)n2)cc1 (stereo unspecified),nt,-1,1
CCOC(=O)C1CCCN(C(=O)CC2(c3ccccc3Cl)CC(=O)N(C3CCCC3)C2=O)C1 (stereo unspecified),-13,1,-6
O=C(O)C1Cc2nc[nH]c2CN1C(=O)CC12CC3CC(CC(C3)C1)C2 (stereo unspecified),-11,1,-4
CC(C)OC(=O)C1C2(C)CSC(c3ccccc3)(S2)C(C#N)(C#N)C1(C#N)C#N (stereo unspecified),nt,-4,-4
O=C(CC(c1ccc(Cl)cc1)c1c[nH]c2ccccc12)NCCN1CCCCC1 (stereo unspecified),-2,nt,0
O=c1o[nH]c(-c2ccccc2)c1-c1ccccc1,nt,-9,-4
CC(=O)O/C(C=C(C#N)C#N)=C\C=C\N(C(C)=O)c1ccccc1,nt,-1,-11
Cc1cc(CC(C)NC(=O)c2cccc3ccnn23)n[nH]1 (stereo unspecified),-12,0,-6
O=C(NNc1nc(-c2ccccc2)c2cc(Br)ccc2n1)c1ccccc1Cl,nt,1,-3
O=C(c1cccc([N+](=O)[O-])c1)N1CCC2(CC1)SCCN2C(=O)c1cccs1,-5,13,-11
COc1ccc(NC(=O)N2CCN(c3ccc4nnc(C)n4n3)CC2)cc1OC,-8,2,-3
COc1ccc(-c2ccc(=O)n(CCCNC(=O)c3ccc(S(N)(=O)=O)cc3)n2)cc1,nt,2,1
Nc1cc(-c2cccc(Cl)c2)nn1-c1ccc(C(=O)NC[C@@H]2CCCO2)cc1,-3,-8,-3
Cc1ccccc1N1CCN(c2ncccc2CNC(=O)C2COC(=O)N2)CC1 (stereo unspecified),nt,-5,4
Cc1ccc(C)c(S(=O)(=O)N2C(=S)NC(=O)C2C(C)C)c1 (stereo unspecified),4,0,3
OCCn1c(-c2cccc3cccnc23)nc2ccccc21,-15,8,0
CC(=O)NC12CC3CC(C1)CC(C(=O)O)(C3)C2,nt,-1,-8
O=C(CCC1(Cc2ccsc2)CCC(=O)N1)NCc1ccc2nsnc2c1 (stereo unspecified),nt,4,-8
O=C(CCc1ccco1)N1CCN(Cc2cccc(-c3noc(-c4ccco4)n3)c2)CC1,-2,21,-3
CC1CCC(N(C)C(=O)C2CCN(S(=O)(=O)c3c(Cl)cccc3Cl)CC2)CC1 (stereo unspecified),nt,-3,-7
CCC(c1ccncc1)N(CC)C(=O)C1CCN(C(=O)N(C)C)CC1 (stereo unspecified),nt,-1,-6
CCNC(=O)Nc1cccc(C2SCC(=O)N2c2ccc(C)cc2)c1 (stereo unspecified),2,-9,3
CSc1ncc(CN(CC2CCN(C3CCCC3)CC2)CC2CCCO2)cn1 (stereo unspecified),-11,5,-6
CN(C)C(=O)c1cccc(NC(=O)CSCCc2ccccc2)n1,nt,3,-10
COCCCN(CC(=O)N(CCc1c[nH]c2ccccc12)Cc1ccc(C(F)(F)F)cc1)C(=O)Nc1ccc(Br)cc1,-4,-2,-4
CC1(C)Cc2ccccc2C(NNC(=O)C(F)(F)C(F)(F)C(F)(F)F)=N1,-7,-11,-4
CCC1CCC(Nc2ccc(OC)cc2)(P(=O)(O)O)CC1 (stereo unspecified),nt,1,0
Cc1csc(Sc2nnc(-c3ccccc3)s2)n1,-7,8,-8
CCOC(=O)N1CCN(C(=O)Cn2[nH]c(=O)c3ccccc3c2=O)CC1,nt,29,-4
Cc1sc2ncn(N=Cc3ccco3)c(=O)c2c1C,nt,-7,-4
Cc1ccccc1NCCC(=O)NCc1ccccc1F,nt,0,-7
Nc1nc(Cl)cc(Nc2ccc(C(=O)O)cc2)n1,-8,-2,-5
C=CCNC(=O)N1CCN(c2ccccc2OC)CC1,nt,3,-5
CC1C2CCC1(c1ccccc1)C(=O)O2 (stereo unspecified),nt,-5,0
Cc1ccc(C2(O)CCN(c3nccc(N4CCC(O)C4)n3)CC2)nc1 (stereo unspecified),-17,-2,-4
CCOC(=O)c1c(C)nn(-c2ccc(C(=O)NCCc3cccnc3)cc2)c1C,-3,-3,-6
Cc1cc(C)n(-c2ccc(NC(=O)C3CCN(CC4CC=CCC4)CC3)cc2)n1 (stereo unspecified),-8,31&-10,-6&-4
O=C(c1ccc(Cn2ccnc2)o1)N1CCCC1c1ccccn1 (stereo unspecified),nt,22,-10
COc1ccc(-c2nc(=S)c3c([nH]2)Oc2ccccc2C3)cc1OC,-3,8,-4
Cc1cccc(-c2noc(N3CCCC3)c2CNC(C)C)c1,nt,0,5
COc1ccc(NC(=O)C2CCN(C(=O)[C@H](C)NC(=O)Nc3ccccc3OC(F)F)CC2)cc1,-7,-1,-6
CC(C)c1noc(OCc2ccccn2)n1,-17,6,-5
CCOC(=O)N1CCN(C(=O)c2cc3c(=O)n4ccccc4nc3n2C)CC1,-1,1,2
O=C(CCN1CCCCO1)N1CCCC1c1nc(-c2ccccc2)no1 (stereo unspecified),-11,18,-6
O=C(c1ccc2oc(CCCc3ccccc3)nc2c1)N1CCCCC1c1cccnc1 (stereo unspecified),-11,11,-10
O=C(NC1CC1)c1csc(COc2cccc(C(F)(F)F)c2)n1,-3,0,1
O=C(NCc1ccccn1)c1csc(CSc2nnc(-c3ccncc3)n2-c2ccccc2F)n1,-3,9,3
COc1ccc2cc(C(C)NC(=O)c3cn(C4CCCCC4)nn3)ccc2c1 (stereo unspecified),-6,nt,-4
O=C1Nc2ccc(Br)cc2C1=Nc1cc(Cl)cc(Cl)c1,-2,9,0
Oc1cccc2c(NC(=S)NC3CC3)cccc12,nt,1,-9
Cc1ccc(F)c(CN2CCc3nc(N4CCN(C)CC4)nc(N4CCOCC4)c3C2)c1,3,nt,4
COc1cccc(CC(=O)N[C@@H]2c3ccccc3C3(CCNCC3)[C@H]2O)c1,nt,8,-7
C=CCn1c(C)c(C)c(S(=O)(=O)c2ccccc2)c1NC(=O)C1CCCO1 (stereo unspecified),-6,0,-3
CCOc1cccc(-c2cnc(NC(C)=O)cn2)c1,nt,4,-13
CC1CN(c2cc(Oc3ccc(F)cc3Cl)ncn2)CCN1C(=O)/C=C/c1ccccc1 (stereo unspecified),-3,-4,-6
COc1cc(OC)c2c(c1Cl)OC1(C(=O)CC(=O)CC1C)C2=O (stereo unspecified),-6,nt,-3
CC(=O)N1CCC(N(C)Cc2cc(-c3cccs3)n[nH]2)CC1,nt,-5,0
CN(C1CCCCC1)S(=O)(=O)c1ccc(C(=O)Nc2n[nH]c(C(F)(F)F)n2)cc1,nt,-6,2
CCOC(=O)Nc1cc(C)nn1-c1nc(-c2cccc(OC)c2)cs1,-9,-7,-5

# Reformatted with values under each structure: part of the list above.
# Second line of a record – mcGAS inh, NPYLR7 agonist, hcGAS inh
COc1cc(OC)c2c(c1Cl)OC1(C(=O)CC(=O)CC1C)C2=O (stereo unspecified)
  -6, nt, -3
CC(=O)N1CCC(N(C)Cc2cc(-c3cccs3)n[nH]2)CC1
  nt, -5, 0
CN(C1CCCCC1)S(=O)(=O)c1ccc(C(=O)Nc2n[nH]c(C(F)(F)F)n2)cc1
  nt, -6, 2

# Further entries.
SMILES,mcGAS inh,NPYLR7 agonist,hcGAS inh
O=C(CSc1ncnc2c1oc1ccccc12)c1ccccc1,nt,-8,-1
CC(C)c1nc2cc(NC(=O)C3CSC4(C)CCC(=O)N34)ccc2o1 (stereo unspecified),nt,2,-4
COc1cc(C)c(CN2CCN(Cc3nc4cc(Cl)ccc4c(=O)[nH]3)CC2)cc1OC,nt,5,0
CCOCCn1c(=O)c2c(nc3n(CCCOC)c(C)c(C)n23)n(C)c1=O,1,1,-3
Cc1cc(C(=O)Nc2ccc3sc(C)nc3c2)c(C)o1,-1,-11,-4
C=CCNC(=O)[C@@H]1CCCC[C@@H]1C(=O)N(C)Cc1cccc2cnccc12,nt,1,1
COc1ccccc1C(=O)N1CCN(c2nc(CC(C)C)nc3onc(-c4cccc(Oc5ccccc5)c4)c23)CC1,-5,20,-2
CC1(C2CCN(C(=O)c3csc4c3CCCC4)CC2)NC(=O)N(C2Cc3ccccc3C2)C1=O (stereo unspecified),-11,1,-8
